From PubChem
KLF5 inhibitor = inhibitors of KLF5 expression | DLD-1 KLF5 promoter-luciferase reporter, luminescence | inhibition, % at 5 µM | 0.23% of 290,000 active | AID 1700;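 active means inhibition above a per-plate limit of that plate's mean compound inhibition plus 3 SD, cut at about 60% in these data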;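 further: 0% = DMSO wells and 100% = LY294002 at 200 µM; higher means less KLF5 promoter-driven luciferase light; inactives centre near -14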
HDAC3 inhib = inhibitors of human histone deacetylase 3; recombinant HDAC3, fluorogenic peptide/trypsin coupled, fluorescence; 0.15% of 320,000 active; inhibition, % at 8.3 µM; in the data active means inhibition above about 26%, passing the limit was not always enough; inconclusive means no clear call, values can overlap the other calls
Target sequence (O15379 whole entry, looked up): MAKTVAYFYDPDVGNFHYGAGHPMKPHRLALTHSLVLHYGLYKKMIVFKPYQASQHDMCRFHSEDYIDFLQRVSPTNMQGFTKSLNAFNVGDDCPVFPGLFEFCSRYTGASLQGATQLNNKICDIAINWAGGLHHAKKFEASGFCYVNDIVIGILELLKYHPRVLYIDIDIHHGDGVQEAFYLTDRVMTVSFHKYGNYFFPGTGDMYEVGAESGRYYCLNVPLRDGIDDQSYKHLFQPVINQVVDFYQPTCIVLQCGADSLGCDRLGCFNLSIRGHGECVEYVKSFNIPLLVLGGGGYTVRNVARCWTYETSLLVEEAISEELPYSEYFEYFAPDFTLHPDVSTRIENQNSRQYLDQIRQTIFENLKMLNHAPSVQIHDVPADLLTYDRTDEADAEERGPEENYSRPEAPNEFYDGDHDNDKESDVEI
aSyn UTR inh = 5' untranslated region of α-synuclein, MLPCN primary screen; alpha-synuclein 5'UTR reporter, inhibitor activity; inhibition, % (tested at 7.5 µM); 0.82% of 300,000 active; in the data active means inhibition above about 60%; inconclusive means no clear call, values can overlap the other calls;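 further: H4 neuroglioblastoma cells stably carrying SNCA 5'UTR luciferase fusion; 0% = DMSO wells and 100% = positive control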
HSF1 activator = increases HSF-1 driven luciferase reporter signal. NIH3T3-HGL HSF-1 luciferase reporter, MG132, 8 h; 100% = twice DMSO control signal. activation, % at 9 µM. 1.7% of 300,000 active. AID 504408;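 active means mean replicate activation of at least 50% with a set share of replicates each reaching 50%; inconclusive means only one of those two conditions met; inactive means mean below 50% and too few replicates reaching it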;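 further: 0% = median of the neutral control wells and 100% = twice that signal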
HSP90 inh = HSP90 refolding inhibition in rabbit reticulocyte lysate. 0.91% of 290,000 active. inhibition, % at 5.6 µM. luciferase refolding luminescence, 3 h;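 active means inhibition above the screen-wide mean plus 3 SD, computed separately per campaign, cut at about 16% in these data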;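 further: 0% = DMSO wells and 100% = 60 µM geldanamycin wells; inhibitors lower the luminescence because luciferase stays unfolded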
AI-2 QS mod = Vibrio harveyi AI-2 quorum sensing modulation; AID 2094; activity change, % at 7.5 µM; Vibrio harveyi JMH597 AI-2 luminescence/OD600 ratio, 9 h; stronger effect = lower value; strain lacks LuxN and CqsS sensors; 0 = neutral-control median; 0.4% of 300,000 active; in the data active means activity change below about -75%, passing the limit was not always enough; inconclusive means no clear call, values can overlap the other calls;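 further: luminescence divided by OD600 gain over 9 h not by final OD600 alone; inactives centre near 13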
IEC-6 tox = counter-screen for KLF5 inhibitors: cytotoxicity in IEC-6 cells | 0.78% of 290,000 active | IEC-6 cytotoxicity, luminescence viability | inhibition, % at 5 µM; in the data active means inhibition above about 22%;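 further: 0% = plate median of test compound wells and 100% = cytotoxic reference compound wells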
HSF1 inh = HSF1 inhibition | activity change, negative = inhibition, % at 7.5 µM (by protocol) | NIH3T3-HGL HSE-luciferase, MG132-induced, luminescence 8 h; stronger effect = lower value | 0.77% of 300,000 active | AID 2098;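 active means more than half of replicate wells show activity change below -50%, luminescence cut by over half; inconclusive means some wells, but at most half, below -50%; inactive means no replicate well below -50%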;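 further: luciferase reports HSF-1 transcriptional activity via heat shock element; 0% = median of DMSO wells and -100% = zero luminescence signal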
Platelet DG rel = platelet dense granule release activity. human platelet-rich plasma, SFLLRN dense granule ATP release, luminescence. inhibition, %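 (compounds screened at 7.5 µM in platelet-rich plasma)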. 0.22% of 300,000 active. AID 1663;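 active means mean replicate score, as percent of positive control, at or above 50; inconclusive means mean below 50 but at least one replicate at or above 50; inactive means mean and every replicate below 50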
HIF activator = HIF pathway transcriptional activation | AID 1910 | 0.32% of 300,000 active | U2OS HRE-luciferase reporter, luminescence; normalized: DMSO 0%, desferrioxamine 100% | activation, % at 7.5 µM (by protocol);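 active means mean activation of at least 10% of the iron chelator positive control signal, with at least half of replicates also reaching 10%; inconclusive means mean and replicate majority disagree about reaching 10%; inactive means mean and most replicates under 10%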
The depositor's hits bear a star; ? = inconclusive; nt = not tested or not shown.

No.	Structure	KLF5 inhibitor	HDAC3 inhib	aSyn UTR inh	HSF1 activator	HSP90 inh	AI-2 QS mod	IEC-6 tox	HSF1 inh	Platelet DG rel	HIF activator
1	O=C(Nc1cccc(Cl)c1)c1ccc(S(=O)(=O)NCC2CCCO2)cc1 (stereo unspecified)	-31	1	1	-91	-5	9	3	-88*	-2	0.2
2	Cc1ccc2c(c1)N(CC(=O)N1CCOCC1)C(=O)C(C)O2 (stereo unspecified)	-57	-1	6	27	4	10	4	-2	-2	-0.1
3	O=C(NCc1ccccc1)/C(=C\c1ccccc1)NC(=O)c1ccco1	-5	14	-7	0	-2	33	1	-2	9	0.2
4	CCC1CN(C(=O)N2CCC(C(=O)NCCc3ccc(OC)c(OC)c3)CC2)c2ccccc2O1 (stereo unspecified)	-10	-3	3	-21	-3	2	3	-1	-1	0.3
5	C=CCOc1ccccc1/C=N/NC(=O)Cc1ccc(C)cc1	-8	5	1	-3	8	2	-4	2	-5	0.2
6	CCN(C(=O)COC(=O)c1cc(OC)c(OC)cc1[N+](=O)[O-])C1CCS(=O)(=O)C1 (stereo unspecified)	-27	0	-20	-2	-5	22	-3	0	1	-0.1
7	COC(=O)Cn1ccc(-c2ccc(Cl)cc2)c(C#N)c1=O	-29	-2	2	-1	-1	31	-3	-12	-1	0.2
8	O=C(NCc1ccc2c(c1)OCO2)c1ccc(CS(=O)(=O)Cc2cccc(Cl)c2)o1	6	1	13	1	3	8	-1	-4	2	-0.2
9	CNNC(=S)Nc1cccc(SC)c1	-13	0	-13	20	3	29	5	10	0	1.2
10	C/C(=C\c1ccccc1)C(=O)Nc1ccc(S(=O)(=O)Nc2ncccn2)cc1	-21	6	24	-2	-2	?	-6	10	0	-0.8
11	CC(=O)OCC(=O)Nc1c(C)cccc1C	-10	-4	-19	1	-1	14	-2	-7	-28	-52
12	Cc1ccc(CNC(=O)C2CCN(S(=O)(=O)c3ccc(Br)s3)CC2)cc1	-9	-1	9	32	2	nt	-2	9	19	0.3
13	CC(C)C(=O)Nc1nc2cc3c(cc2s1)OCO3	-77	4	-179	30	-3	40	-8	12	-2	3.2
14	N#Cc1c(=O)c2nc(NCc3ccccc3)ncc2n2ccccc12	-15	-3	5	8	10	40	-3	-11	0	-0.2
15	O=C(c1ccc(C(=O)N2CCOCC2)s1)N1CCOCC1	-14	-2	-2	-6	-2	18	0	3	-4	-2.0
16	COc1ccccc1C1c2[nH]c3ccccc3c2CCN1Cc1cnc(C)s1 (stereo unspecified)	-14	nt	-49	-15	3	20	12	-1	13	-0.1
17	CC(C)CC(=O)OC1C(N2CCOCC2)c2c(ccc(/C=C/C(=O)N3CCOCC3)c2O)OC1(C)C (stereo unspecified)	-16	6	-32	1	6	6	6	-1	-10	0.9
18	COc1ccc(-c2cc(-c3nnc(COC(=O)CC4CC5CCC4C5)o3)c3ccccc3n2)cc1OC (stereo unspecified)	-14	6	-2	4	4	19	-5	-4	-2	-0.1
19	O=CN1CCCN(Cc2nc(Cc3ccccc3F)no2)CC1	20	3	-4	9	-5	28	-2	8	-3	-0.2
20	O=C(NCCCN1CCN(CCCNC(=O)c2cccc([N+](=O)[O-])c2)CC1)c1cccc([N+](=O)[O-])c1	3	1	4	5	-1	-3	2	-7	3	-0.1
21	Cc1ccc(S(=O)(=O)CNC(=S)c2ccc3ccccc3c2)cc1	-34	-2	-10	7	0	0	-4	17	-4	-0.2
22	FC(F)(F)c1cc(Cl)c2nnc(-c3cccnc3)n2c1	7	-2	-11	-6	-2	46	0	-9	3	0.0
23	O=C1C2C(C(=O)N1c1ccccc1)N1CCCN1C2c1ccccc1 (stereo unspecified)	-35	3	8	-4	-2	10	-2	-3	6	-0.3
24	COc1ccc(Cn2c(-c3ccco3)nc3oc4cc(OC)ccc4c(=O)c3c2=O)cc1	1	4	-92	11	4	31	-8	12	2	4.9
25	COc1ccc2cc(C#N)c(NC(C)C)nc2c1	7	-32	4	-8	2	10	6	-7	1	0.5
26	CC(C)(C)NC(=O)NC(=O)CN1CCN(c2ccccc2O)CC1	-25	5	5	7	-1	26	-5	-3	-14	0.0
27	COCCC(=O)N1CCC(Oc2ccc(C(=O)N(C)CCCC3CCCC3)cc2)CC1	-56	-1	-43	16	-4	33	-2	4	-1	1.1
28	Cc1cccn2c(=O)c(/C=C(\C#N)C(N)=O)c(Oc3ccccc3)nc12	-14	-104	8	-9	-4	20	-6	-1	-1	0.3
29	CCN1CCN(c2cc(C)c3cc(NC(=O)c4cccnc4Cl)ccc3n2)CC1	-31	7	14	3	1	8	-1	-4	-1	0.5
30	Cc1ccc(NC(=O)Cn2c(O)c(N=NC(N)=O)c3ccccc32)cc1	8	-1	8	-8	5	18	7	-2	2	1.3
31	COc1ccc(NC(=O)/C(=C\c2ccco2)NC(=O)c2ccco2)cc1	5	-1	3	3	-6	16	0	-2	5	0.0
32	Cc1ccc(-n2c(Cc3cccs3)nnc2SCC(=O)Nc2ccc(S(N)(=O)=O)cc2)cc1	-3	-5	40	31	-2	36	0	7	-1	-0.3
33	CN1C(=O)c2cccc(N(C)C)c2C1=O	-31	2	24	-16	0	15	-1	3	14	0.1
34	COc1cccc2c(=O)n(CC(=O)Nc3ccc(F)cc3)ccc12	-25	0	-17	3	-5	22	-12	6	-5	-0.3
35	CCOCCCNC(=O)N[C@@H](Cc1ccccc1)C(=O)OC	-18	1	4	-2	2	20	3	8	2	-0.2
36	COc1cccc(C2CC(c3ccc(C)cc3)n3ncnc3N2)c1 (stereo unspecified)	-18	3	10	9	5	19	3	-4	1	0.2
37	COc1ccc(CNC(=O)CCS(=O)(=O)c2cccc3nonc23)cc1	1	2	nt	nt	-3	nt	4	nt	nt	nt
38	CCOC(=O)C1CCN(Cc2cccc(OCc3ccccc3)c2)CC1	17	10	-10	-6	3	9	-3	-1	1	2.3
39	Cc1ccc(-c2csc(NC(=O)N3CCOCC3)n2)cc1	-43	2	-103	34	-2	21	-2	7	4	1.4
40	COc1ccc(Nc2nc(N)nc(CN3CCOCC3)n2)cc1	-24	0	24	-5	-1	13	-6	-4	nt	0.1
41	Clc1ccc(CO/N=C2\CCCc3nonc32)c(Cl)c1	-23	1	0	34	4	4	5	10	-7	0.3
42	O=C(Cc1ccc(F)cc1)NCCc1ccccc1	-2	15	-9	2	5	25	7	-5	-4	0.5
43	COc1ccc2c(c1OC)C(=O)N1C2SC(C)(C)[C@H]1C(=O)NC(C)C (stereo partly specified)	-4	-2	12	0	3	6	0	-8	2	0.1
44	CCC(CC)C(=O)Nc1cccc(SC)c1	-50	-11	5	41	13	-1	-2	7	0	0.0
45	CCCCCCc1cc2cc(S(=O)(=O)c3ccc(Cl)cc3)c(=O)oc2cc1O	7	-11	-9	-4	9	16	-2	-8	-18	nt
46	Cc1ccc(CN(Cc2ccccc2)C(=S)NCC(=O)NCc2cccnc2)o1	-17	20	-13	-4	0	10	-9	0	7	0.1
47	CN1C(=O)NC(c2cccc(F)c2)C2=C1CC(C)(C)CC2=O (stereo unspecified)	-15	14	1	6	-3	7	-4	2	-3	-0.6
48	Cc1cccc(C)c1NC(=O)CN(C)C(=O)Cn1c(=O)cnc2ccccc21	-20	-1	-15	-2	1	11	-1	-3	?	-0.2
49	O=C(c1cnc2sccn2c1=O)N(Cc1ccccc1)c1ccccn1	7	3	-3	1	1	32	4	2	0	0.1
50	Cc1ccc(NC(=O)C(C)OC(=O)c2ccc(Cl)nc2)cc1S(=O)(=O)N1CCOCC1 (stereo unspecified)	nt	-2	21	1	nt	-6	nt	-3	-4	0.3
51	COc1ccc(CCNC(=O)c2cccn2C)cc1	-82	-9	-89	32	-4	28	2	5	0	4.4
52	CCCCN(c1ccccc1)S(=O)(=O)c1cccc2cccnc12	-18	-2	16	16	-5	12	-5	6	-2	-0.2
53	COc1ccc(C(=O)N2CCN(C(C)=O)CC2)cc1S(=O)(=O)NCc1ccc(Cl)cc1	-15	8	3	18	0	24	3	5	-5	-8.8
54	CCOC(=O)N1CCN(C(=O)CN(C)S(=O)(=O)c2ccc(F)cc2)CC1	-15	-7	-7	2	2	26	2	-4	0	0.3
55	Cn1c(SCc2nnc(-c3ccc(F)cc3)o2)nnc1C1COc2ccccc2O1 (stereo unspecified)	4	7	-12	3	-1	19	-1	1	-6	-0.2
56	Fc1ccc(NC(=S)Nc2ccccc2OC(F)F)cc1Cl	-33	2	-21	2	-7	19	-4	0	-1	0.2
57	COc1ccc(NC(=O)Nc2c(O)ccc3ccccc23)cc1	nt	-1	-5	27	nt	-37	nt	7	7	0.8
58	CCOC(=O)C1C2C=CC3(CN(c4cccc(Cl)c4)C(=O)C13)O2 (stereo unspecified)	-33	3	7	-2	-3	37	-4	-3	5	-0.2
59	Cc1ccc(-c2csc(N3CCN(c4cc5c(cc4Cl)nc(-c4ccncc4)n5CCOCCO)CC3)n2)cc1	-17	-4	28	24	0	9	6	-2	-3	-0.1
60	CC(C)COC(=O)n1c(SCC(=O)N(C)C)nc2ccccc21	-52	-2	-30	-1	-4	11	0	9	-4	0.2
61	O=C(Cn1nc(C(F)(F)F)c2c1CCC2)NCc1ccc(F)cc1	-24	13	-21	8	4	74	4	6	0	0.5

This is a random part of the collection (roughly 5% active in at least one column).
